High-throughput results deposited in PubChem BioAssay by Broad Institute.
ARNT-TACC3 inh: disruptors of ARNT/TACC3 protein interaction, primary screen, biochemical, AlphaScreen, single concentration; Transforming acidic coiled-coil-containing protein 3 (Homo sapiens), Q9Y6A5; AlphaScreen His-ARNT PAS-B/GST-TACC3 binding, luminescence; TACC3 fragment carries E629A point mutation; inhibition, % at 9.99 µM; 390,000 compounds, 0.66% hits; AID 623870, 2012;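 active = mean inhibition of replicates at least 50% and at least half of replicates each reaching 50%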;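 also: 0% = complete ARNT plus TACC3 wells and 100% = ARNT alone without TACC3; many hits fall short of the cut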
E-sel inducer: E-selectin induction in HUVECs, primary screen, imaging, HUVEC, immunofluorescence imaging, single point | P16581 | activation, % at 7.58 µM | normalized: neutral wells 0, TNF-alpha wells 100 | 260,000 compounds, 0.37% hits;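 active = mean E-selectin-positive cell signal at least 10% of the positive control, reached in at least 60% of replicates, without over 20% cell loss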;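 also: in these data hits start at about 27%; measured in HUVEC primary endothelial cells; signal is the percent of cells scored E-selectin positive by PE staining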
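material = human umbilical vein endothelial cells (HUVEC), E-selectin induction | quantity = 3,000 cells/well | medium = EGM-2 growth medium on 0.1% gelatin-coated wells | technique = immunofluorescence imaging | read-out basis = % PE-positive cells | control set = TNF-alpha positive control, DMSO neutral control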
CASP6 VEID inh: human caspase-6 inhibitors, primary screen, biochemical, VEID-R110 fluorescence, single point, set 2; P55212; purified caspase-6, Z-VEID-R110 cleavage fluorescence; inhibition, % at 12.5 µM; 350,000 compounds, 0.53% hits;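 active = mean inhibition across replicates at least about 35%, with every replicate also reaching that limit, limit read from the data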;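 also: 0% = median of neutral control wells and 100% = no fluorescence left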
Target sequence (P55212 24-179 limits assumed): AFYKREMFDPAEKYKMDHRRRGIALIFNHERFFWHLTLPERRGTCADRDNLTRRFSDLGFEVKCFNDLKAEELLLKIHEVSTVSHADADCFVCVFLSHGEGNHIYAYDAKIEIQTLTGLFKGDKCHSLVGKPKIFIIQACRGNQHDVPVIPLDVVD
Target sequence (P55212 194-293 limits assumed): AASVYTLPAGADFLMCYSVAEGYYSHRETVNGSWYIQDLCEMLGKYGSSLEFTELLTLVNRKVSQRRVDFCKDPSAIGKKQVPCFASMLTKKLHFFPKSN
RAD52 inh: RAD52 DNA annealing inhibitors, primary screen, biochemical, FRET, single point, set 2; DNA repair protein RAD52 homolog (Homo sapiens), P43351; recombinant RAD52 DNA annealing, FRET fluorescence; inhibition, % at 18.7 µM; 360,000 compounds, 0.46% hits; AID 651710, 2012;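 active = every replicate showing at least 50% inhibition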
PglD inh: C. jejuni PglD acetyltransferase inhibitors, primary screen, biochemical, DTNB colorimetric, single point; UDP-N-acetylbacillosamine N-acetyltransferase PglD (Campylobacter jejuni); purified PglD enzyme, DTNB colorimetric CoA detection; inhibition, % at 12.5 µM; 360,000 compounds, 0.098% hits; AID 602405, 2012; in the data active = inhibition above about 16%, passing the limit was not always enough; also: strong numbers were not always called active
RAD54 branch: inhibitors of human RAD54 branch migration, primary screen, biochemical, fluorescence, single point; 360,000 compounds, 0.14% hits; inhibition, % at 10.4 µM; DNA repair and recombination protein RAD54-like (Homo sapiens), Q92698; RAD54 Holliday junction branch migration, FAM/BHQ fluorescence;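 active = mean normalized replicate activity at least 40 and at least half of replicates scoring 40 or more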;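 also: 0% = median of neutral control wells and 100% = median of positive control wells; inhibitors cause a drop in the FAM fluorescence signal; in these data hits start at about 50%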
Target sequence (Q92698 whole entry, looked up): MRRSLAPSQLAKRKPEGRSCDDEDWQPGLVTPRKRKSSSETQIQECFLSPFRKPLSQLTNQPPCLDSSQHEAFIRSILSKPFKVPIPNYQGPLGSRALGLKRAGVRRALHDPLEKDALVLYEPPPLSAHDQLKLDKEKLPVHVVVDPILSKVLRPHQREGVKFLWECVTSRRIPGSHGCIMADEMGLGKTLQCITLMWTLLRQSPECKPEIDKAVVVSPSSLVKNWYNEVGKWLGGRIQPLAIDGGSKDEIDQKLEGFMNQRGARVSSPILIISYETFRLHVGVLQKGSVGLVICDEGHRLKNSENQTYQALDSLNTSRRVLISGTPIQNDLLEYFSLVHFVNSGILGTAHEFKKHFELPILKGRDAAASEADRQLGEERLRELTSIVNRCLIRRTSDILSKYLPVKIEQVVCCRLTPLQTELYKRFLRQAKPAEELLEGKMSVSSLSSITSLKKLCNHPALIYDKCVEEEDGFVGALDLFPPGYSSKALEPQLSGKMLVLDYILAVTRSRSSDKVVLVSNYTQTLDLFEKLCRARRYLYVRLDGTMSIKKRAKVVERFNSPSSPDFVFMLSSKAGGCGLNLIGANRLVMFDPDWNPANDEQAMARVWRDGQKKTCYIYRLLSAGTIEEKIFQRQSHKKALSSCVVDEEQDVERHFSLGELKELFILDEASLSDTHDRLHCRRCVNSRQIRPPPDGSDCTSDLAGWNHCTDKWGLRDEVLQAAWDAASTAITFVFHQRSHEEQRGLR
esBAF inh: Bmi1 luciferase reporter increase in mESCs, primary screen, esBAF inhibitor project, mouse ES cells, Bmi1 luciferase knock-in, single point | 24 h; 100% = twice the neutral-well signal | reporter increase, % at 12.5 µM | 350,000 compounds, 2% hits | AID 602393, 2012; in the data active = activation above about 40%;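 also: 0% = median of the plate's neutral control wells and 100% = double that signal; a rise in the Bmi1 reporter signal indicates esBAF inhibition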
ERp5 block: inhibitors of ERp5-driven insulin aggregation, primary screen, biochemical, turbidity, absorbance 650 nm, single point; Protein disulfide-isomerase A6 (Homo sapiens), Q15084; 90 min; inhibition, % at 9.99 µM; 350,000 compounds, 0.05% hits; AID 651711, 2012;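 active = mean replicate inhibition above about 25%, with every replicate also reaching it, limit read from the data, passing the limit was not always enough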
Active calls of the source: *; x = not tested or not shown.

Every second line gives: ARNT-TACC3 inh, E-sel inducer, CASP6 VEID inh, RAD52 inh, PglD inh, RAD54 branch, esBAF inh, ERp5 block
> CC(C)NCC(O)COc1ccc(COCCOC(C)C)cc1 (centres undefined)
    -5.1, 1.4, 2.1, -9.2, -0.9, 2.6, 1.3, 1.0
> CCCCOC(=O)CCN1C(=O)/C(=C2\SC(=S)N(CCC(=O)OCCCC)C2=O)SC1=S
    15.3, x, -0.6, 1.5, 2.9, -1.5, 3.0, 6.5
> NC(=O)c1ccccc1OCC(=O)c1ccc(Cl)cc1
    27.4, 2.1, 0.5, -24.5, x, x, x, 1.2
> CN(C)Cc1cc(CCNC(=O)c2ccc(Cl)cc2)ccc1O
    -3.8, x, x, x, 7.3, -10.5, 0.2, x
> CC1CC(=O)Nc2ccccc2N1C(=O)Nc1ccc(F)cc1F (centres undefined)
    0.0, 2.7, 0.4, -10.8, 1.2, -11.6, 1.6, -0.1
> COc1ccc(OC)c(CN2CCN(C(=O)CCNC(=O)c3ccc(Br)cc3)CC2)c1
    12.4, x, -3.3, -1.7, 6.4, 1.6, x, -1.9
> CC(C)C#Cc1cnc2c(c1)C(=O)N([C@@H](C)CO)C[C@@H](C)[C@H](CN(C)C(=O)c1ccc3c(c1)OCO3)O2
    0.4, 0.0, -0.7, 2.3, -1.7, 9.4, 2.9, -2.4
> C[C@@H]1CN([C@H](C)CO)C(=O)Cc2cc(NC(=O)Nc3ccc4c(c3)OCO4)ccc2O[C@H]1CN(C)C(=O)Nc1ccc2c(c1)OCO2
    -5.2, -0.2, 1.4, -8.6, 0.1, 13.9, 12.4, -2.8
> CC(C)n1c(N2CCN(S(=O)(=O)c3cccc([N+](=O)[O-])c3)CC2)nc2ccccc21
    -2.6, -0.3, -0.4, -12.8, -4.8, 5.3, -1.7, 5.1
> C[C@@H]1CN([C@H](C)CO)C(=O)Cc2cc(NS(=O)(=O)c3cccs3)ccc2O[C@H]1CN(C)C(=O)Nc1ccccc1
    3.0, 1.3, 0.6, -7.2, 3.0, 3.1, 2.3, 13.4
> O=C(C[C@@H]1CC[C@@H]2[C@H](COC[C@H](O)CN2Cc2cccc(C(F)(F)F)c2)O1)NCc1ccc(F)cc1
    7.8, 0.1, 0.3, -4.1, -1.4, 0.1, -1.1, 0.0
> CN(C)c1cncc(C(=O)O)c1
    -3.9, x, 4.1, -3.4, x, x, x, -0.7
> Cc1ccc(C)c(OCCCCN2CCNCC2)c1C
    1.4, x, -12.7, 10.7, -1.2, 1.1, -3.8, -0.5
> COc1ccc(S(=O)(=O)Nc2ccc3c(c2)CC(=O)N([C@@H](C)CO)C[C@@H](C)[C@@H](CN(C)S(C)(=O)=O)O3)cc1
    -32.4, -23.0, -4.8, 5.9, 0.1, -4.8, 5.9, -5.9
> O=C(C[C@@H]1CC[C@@H](NC(=O)c2ccncc2)[C@H](CO)O1)NCCc1ccncc1
    -11.4, 0.1, 1.5, -0.1, -0.2, -1.7, -3.3, -2.3
> CC1=C(C(=O)N2CCCCCC2)CC(CC(=O)NC2CCCCC2)C(=O)N1Cc1ccccc1 (centres undefined)
    x, -0.1, 2.7, -8.4, -0.8, 8.9, 7.4, -9.0
> Fc1cccc(F)c1/C=N/N1CCOCC1
    -2.0, -0.1, 1.8, -10.4, x, x, x, 2.8
> N#C/C(=C\N1CCOCC1)S(=O)(=O)c1ccc(Cl)cc1
    x, -0.1, 2.3, -3.2, 4.7, 3.8, x, 0.6
> O=C(Nc1nccs1)C1CC(=O)N(c2ccc(F)cc2)C1 (centres undefined)
    2.4, x, 2.0, -9.4, x, x, -2.4, -4.8
> COc1ccc(CNC(=O)CN(Cc2ccco2)C(=O)CCC(=O)Nc2ccccn2)cc1
    6.6, x, 13.4, -3.9, -2.3, -12.4, -4.9, -4.9
> C[C@@H]1CN([C@H](C)CO)C(=O)c2cc(NS(=O)(=O)c3cn(C)cn3)ccc2O[C@@H](C)CCCCO[C@H]1CN(C)Cc1ccccc1
    -15.0, -0.1, 3.5, 1.3, -1.0, -3.2, -4.2, 1.8
> CN(CC(=O)Nc1sccc1C(N)=O)S(=O)(=O)c1ccc(Cl)cc1
    3.4, 0.7, 2.9, -51.3, -1.3, 10.2, -2.3, -0.4
> CC1CC(C)CN(CCCNC(=O)Cn2ncc3c([nH]c4ccccc43)c2=O)C1 (centres undefined)
    0.8, x, 2.9, -3.2, 1.8, 10.3, -4.5, 1.1
> OC[C@@H]1[C@@H]2c3ccccc3NC[C@@H]2N1CC1CCOCC1
    21.5, -0.1, 2.7, -14.8, 1.2, -1.9, 4.8, -0.5
> Cc1ccc(C)c(OC(=O)C2CSC3(C)CCC(=O)N23)c1C (centres undefined)
    -25.3, x, 2.9, -9.6, -2.4, 12.0, -0.6, -1.0
> COC(=O)/C(=C\C(=O)c1ccc([N+](=O)[O-])cc1)Nc1ccc(OC)cc1
    x, x, 4.8, -17.9, 0.3, 4.2, x, -1.7
> COc1ccc(-c2cc(=O)c3cc(OC)ccc3o2)cc1
    -5.3, x, -3.0, -5.0, 1.6, -5.5, -55.3, 9.9
> CCOc1ccc(C(C)NC(=O)C2CCN(S(=O)(=O)c3ccc(OC)cc3)CC2)cc1OCC (centres undefined)
    -6.0, x, 2.3, -4.3, -1.9, -6.2, -9.9, -2.2
> COc1ccc(N2C(=S)N=C(Nc3cccc(C)c3)C23CCCCC3)cc1
    0.6, -2.2, -0.6, -8.1, x, x, -13.0, -1.0
> CCOC(=O)N1CCN(C(=O)COC(=O)CNC(=O)c2ccc(OCC)c(OCC)c2)CC1
    -2.5, 0.7, 2.2, -0.8, -3.3, 1.7, -7.0, 5.8
> C[C@@H]1CN([C@@H](C)CO)C(=O)Cc2cc(NC(=O)CCCCCC(=O)Nc3ccccc3N)ccc2O[C@H]1CN(C)S(=O)(=O)c1ccccc1
    -2.6, 0.7, 0.0, -4.2, -0.4, -2.2, -1.0, 0.4
> O=S(=O)(c1ccc(-n2cnnn2)cc1)N(C1CCCCC1)C1CCCCC1
    -6.8, x, x, x, 9.5, -1.5, -11.0, x
> COc1ccc2nc(-c3ccccc3)cc(C(=O)OCC(=O)NC3CC3)c2c1
    x, 1.4, -1.1, -14.7, x, x, x, 8.1
> C[C@@H]1CN([C@H](C)CO)C(=O)c2cc(NC(=O)Nc3cccc4ccccc34)ccc2O[C@@H]1CN(C)S(=O)(=O)c1ccccc1
    2.1, 1.0, -1.7, -16.6, -0.2, -7.6, -3.5, -2.8
> Cn1c(C(=O)N2CCN(Cc3ccc4c(c3)OCO4)CC2)cc2sccc21
    18.4, x, x, x, -0.5, -10.1, -3.7, x
> CCc1ccc(S(=O)(=O)/N=C2\C=C(Nc3ccc(O)cc3)C(=O)c3ccccc32)cc1
    44.5, x, x, x, 0.9, -2.3, -70.6, x
> C[C@H](CO)N1C[C@H](C)[C@@H](CN(C)S(=O)(=O)c2ccccc2)Oc2ccc(NS(=O)(=O)c3ccccc3)cc2CC1=O
    -1.0, -0.3, 3.8, -27.6, -3.0, -1.1, -1.7, -2.7
> O=C(COc1ccccc1)Nc1cccc(-c2ccc(N3CCOCC3)nn2)c1
    -1.9, x, -1.9, -9.3, 0.4, -2.3, -7.0, 10.4
> COc1ccc(NC(=O)CCNC(=O)N2CC(=O)Nc3ccccc32)cc1
    x, -0.1, -0.3, -40.7, 0.4, -3.3, -1.7, -3.6
> O=C(Nc1ccc(F)cc1)Nc1ccc2ccccc2n1
    -2.6, 0.2, -0.4, -3.3, 4.0, -2.4, 21.9, -0.7
> CCN(CC)S(=O)(=O)c1cccc(C(=O)OC2CCOC2=O)c1 (centres undefined)
    -5.5, 0.5, 9.2, -5.4, 3.8, -0.8, 1.3, -1.1
> COc1ccc(COCC(CC(C)C)N2CCN(C(=O)c3cccc(C(F)(F)F)c3)CCC2=O)cc1 (centres undefined)
    x, -0.1, 2.2, -18.6, 1.9, 3.0, -2.4, 3.7
> COc1ccc(-c2nnc(SCC(=O)Nc3ccccc3)n2C)cc1
    4.8, x, x, x, 0.5, 3.4, 4.3, x
> COc1ccccc1C(=O)N=c1sc2c(C)ccc(OC)c2n1C
    12.7, x, -2.3, -77.5, x, x, 38.1, -6.7
> Cc1ccc(NC(=O)c2ccc(Cl)cc2Cl)cc1O
    -26.4, 0.2, 0.2, 2.8, 8.0, -7.7, x, 7.6
> Cc1ccc(CNC(=O)C2CCC(=O)N2C2CCCCC2)cc1 (centres undefined)
    -4.3, x, x, x, 1.5, -10.4, -3.1, x
> CC(OC(=O)c1ccc(NC(=O)CC#N)cc1)C(=O)NCCC1=CCCCC1 (centres undefined)
    8.5, -0.2, 1.5, -83.8, -1.4, 7.2, -0.5, 2.2
> COc1ccc2nc(NS(=O)(=O)c3ccc(NC(C)=O)cc3)sc2c1
    0.1, x, x, x, 6.4, 0.6, -4.2, x
> Cc1ccc(C)c(OCCC(=O)NNC(=O)c2cc(C)oc2C)c1
    4.6, 0.7, 4.0, -18.9, -1.0, 3.3, -1.7, -5.7
> O=C(c1ccc(-c2cccc(C(F)(F)F)c2)o1)N1CCN(c2ccccc2O)CC1
    -2.1, 0.1, 2.2, -8.3, -4.1, 5.4, 3.1, 5.0
> CCOCC(=O)Nc1cc(C(F)(F)F)ccc1Oc1cccc(Br)c1
    -5.2, x, x, x, -0.2, 1.1, -1.1, x
> C[C@H]1CN([C@@H](C)CO)C(=O)c2cc(C3=CCCC3)cnc2O[C@H]1CN(C)C(=O)C1CCOCC1
    -5.1, 0.3, 0.3, -15.7, 4.3, 2.5, 4.0, 2.0
> CCCCn1c(N)c(N(CCOC)C(=O)CN(C)CC(=O)Nc2ccc(Cl)c(Cl)c2)c(=O)[nH]c1=O
    1.2, 0.8, 0.9, -115.9, 3.2, 2.3, 3.3, -3.3
> CNC[C@H]1Oc2cc(C#Cc3ccncc3)ccc2S(=O)(=O)N([C@H](C)CO)C[C@@H]1C
    9.8, -1.0, 5.5, -24.0, 0.7, 10.4, -3.5, -0.6
> CCC(=O)Nc1ccc2c(c1)C(=O)N(C)[C@@H]1CC[C@@H](CC(=O)NCCOC)O[C@H]1CO2
    -5.2, -0.1, 1.7, -8.6, 2.3, 4.2, -1.8, 4.9
> CC1(N2CCOCC2)CC2(O)C(=[N+]1[O-])CCc1c2no[n+]1[O-] (centres undefined)
    28.3, x, x, x, 5.4, -15.9, 1.9, x
> COc1ccc(NS(=O)(=O)c2cc(Cl)ccc2Cl)cc1S(=O)(=O)N1CCCCC1
    -1.1, x, 0.8, -17.1, x, x, x, 3.3

Copied from the listing for reference:
Every second line gives: ARNT-TACC3 inh, E-sel inducer, CASP6 VEID inh, RAD52 inh, PglD inh, RAD54 branch, esBAF inh, ERp5 block
> CNC[C@H]1Oc2cc(C#Cc3ccncc3)ccc2S(=O)(=O)N([C@H](C)CO)C[C@@H]1C
    9.8, -1.0, 5.5, -24.0, 0.7, 10.4, -3.5, -0.6
> CCC(=O)Nc1ccc2c(c1)C(=O)N(C)[C@@H]1CC[C@@H](CC(=O)NCCOC)O[C@H]1CO2
    -5.2, -0.1, 1.7, -8.6, 2.3, 4.2, -1.8, 4.9
> CC1(N2CCOCC2)CC2(O)C(=[N+]1[O-])CCc1c2no[n+]1[O-] (centres undefined)
    28.3, x, x, x, 5.4, -15.9, 1.9, x
> COc1ccc(NS(=O)(=O)c2cc(Cl)ccc2Cl)cc1S(=O)(=O)N1CCCCC1
    -1.1, x, 0.8, -17.1, x, x, x, 3.3
